HSP90 inh: HSP90 refolding inhibition in rabbit reticulocyte lysate | luciferase refolding luminescence, 3 h | inhibition, % at 5.6 µM | 290,000 tested, 0.91% active;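 active = inhibition above the screen-wide mean plus 3 SD, computed separately per campaign, cut at about 16% in these data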;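 also: 0% = DMSO wells and 100% = 60 µM geldanamycin wells; inhibitors lower the luminescence because luciferase stays unfolded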
HSF-1 act: increases HSF-1 driven luciferase reporter signal; NIH3T3-HGL HSF-1 luciferase reporter, MG132, 8 h; 100% = twice DMSO control signal; activation, % at 9 µM; 300,000 tested, 1.7% active;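 active = mean replicate activation of at least 50% with a set share of replicates each reaching 50%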;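 also: 0% = median of the neutral control wells and 100% = twice that signal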
IEC-6 cytotox: IEC-6 cytotoxicity, counter-screen for KLF5 inhibitors; luminescence viability; inhibition, % at 5 µM; 290,000 tested, 0.78% active; in the data active = inhibition above about 22%;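 also: 0% = plate median of test compound wells and 100% = cytotoxic reference compound wells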
AI-2 QS modul: modulates the Vibrio harveyi AI-2 quorum sensing system; Vibrio harveyi JMH597 AI-2 luminescence/OD600 ratio, 9 h; stronger effect = lower value; strain lacks LuxN and CqsS sensors; 0 = neutral-control median; activity change, % at 7.5 µM; 300,000 tested, 0.4% active; AID 2094; in the data active = activity change below about -75%, passing the limit was not always enough;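 also: luminescence divided by OD600 gain over 9 h not by final OD600 alone; inactives centre near 13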
aSyn UTR inh: 5' untranslated region of α-synuclein, MLPCN primary screen; AID 1813; 300,000 tested, 0.82% active; inhibition, % (tested at 7.5 µM); alpha-synuclein 5'UTR reporter, inhibitor activity; in the data active = inhibition above about 60%;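 also: H4 neuroglioblastoma cells stably carrying SNCA 5'UTR luciferase fusion; 0% = DMSO wells and 100% = positive control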
KLF5 inh: kruppel-like factor 5 inhibition; AID 1700; inhibition, % at 5 µM; DLD-1 KLF5 promoter-luciferase reporter, luminescence; 290,000 tested, 0.23% active;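 active = inhibition above a per-plate limit of that plate's mean compound inhibition plus 3 SD, cut at about 60% in these data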;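 also: 0% = DMSO wells and 100% = LY294002 at 200 µM; higher means less KLF5 promoter-driven luciferase light; inactives centre near -14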
GSK3 alpha inh: inhibitors of human GSK-3 alpha kinase. P49840. ADP-Glo luminescence, 60 min. inhibition, % at 10 µM. 320,000 tested, 0.1% active. AID 2650;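 in the data active = inhibition above about 50%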;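 also: GST-tagged GSK-3 alpha with peptide substrate and 25 µM ATP; 0% = DMSO neutral wells and 100% = GW8510 positive control wells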
Target sequence (P49840 whole entry, looked up): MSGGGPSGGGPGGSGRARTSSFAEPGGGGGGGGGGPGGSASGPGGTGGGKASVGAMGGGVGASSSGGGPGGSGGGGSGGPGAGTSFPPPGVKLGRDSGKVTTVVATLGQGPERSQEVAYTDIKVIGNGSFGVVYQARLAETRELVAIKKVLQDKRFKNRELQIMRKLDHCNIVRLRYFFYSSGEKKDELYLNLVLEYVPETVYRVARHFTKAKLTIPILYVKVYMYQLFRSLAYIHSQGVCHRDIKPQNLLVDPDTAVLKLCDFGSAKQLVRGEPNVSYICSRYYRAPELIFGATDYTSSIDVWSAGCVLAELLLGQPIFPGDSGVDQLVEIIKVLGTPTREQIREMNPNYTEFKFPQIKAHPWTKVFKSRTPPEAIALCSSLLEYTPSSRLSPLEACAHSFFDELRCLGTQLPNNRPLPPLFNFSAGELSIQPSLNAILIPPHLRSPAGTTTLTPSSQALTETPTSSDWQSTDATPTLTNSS
HSF1 inh: HSF1 inhibition; NIH3T3-HGL HSE-luciferase, MG132-induced, luminescence 8 h; stronger effect = lower value; activity change, negative = inhibition, % at 7.5 µM (by protocol); 300,000 tested, 0.77% active; AID 2098;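 active = more than half of replicate wells show activity change below -50%, luminescence cut by over half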;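 also: luciferase reports HSF-1 transcriptional activity via heat shock element; 0% = median of DMSO wells and -100% = zero luminescence signal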
GSK3beta inhib: human GSK3beta kinase inhibition; P49841; GST-GSK3beta kinase, ADP-Glo luminescence, 60 min; stronger effect = lower value; activity score (negative = inhibition), % at 10 µM; 300,000 tested, 0.038% active; AID 2097;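 active = more than half of replicate wells score below -50%, meaning over 50% inhibition versus plate controls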;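 also: 0% = median DMSO wells and -100% = median GW8510 positive control wells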
Target sequence (P49841 whole entry, looked up): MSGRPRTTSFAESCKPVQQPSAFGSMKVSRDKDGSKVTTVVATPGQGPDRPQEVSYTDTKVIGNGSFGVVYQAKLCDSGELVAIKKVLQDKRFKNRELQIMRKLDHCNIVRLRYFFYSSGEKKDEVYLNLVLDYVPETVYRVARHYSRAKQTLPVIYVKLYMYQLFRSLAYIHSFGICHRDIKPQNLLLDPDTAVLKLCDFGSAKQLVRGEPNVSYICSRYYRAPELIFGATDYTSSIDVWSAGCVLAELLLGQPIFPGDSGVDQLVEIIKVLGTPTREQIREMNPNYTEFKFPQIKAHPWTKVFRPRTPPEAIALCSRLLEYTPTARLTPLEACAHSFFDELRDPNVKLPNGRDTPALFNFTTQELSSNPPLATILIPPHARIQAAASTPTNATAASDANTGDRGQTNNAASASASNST
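Test system: GST-fused GSK3beta enzyme, cell-free | Quantity: 1.6 ng GST-GSK3beta enzyme per well | Reagent: 25 µM ATP with peptide substrate | Schedule: 60 min enzyme reaction, room temperature | Signal: Luminescent ADP-Glo measurement of ADP formed | Read-out basis: Score relative to plate controls | Control set: DMSO and 20 µM GW8510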
HIF act: HIF pathway transcriptional activation. U2OS HRE-luciferase reporter, luminescence; normalized: DMSO 0%, desferrioxamine 100%. 300,000 tested, 0.32% active. AID 1910. activation, % at 7.5 µM (by protocol);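 active = mean activation of at least 10% of the iron chelator positive control signal, with at least half of replicates also reaching 10%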
Starred values were filed as active, the others as inactive; / = not tested or not shown.

structure	HSP90 inh	HSF-1 act	IEC-6 cytotox	AI-2 QS modul	aSyn UTR inh	KLF5 inh	GSK3 alpha inh	HSF1 inh	GSK3beta inhib	HIF act
CN(C(=O)CSc1nnc(Nc2ccccc2)s1)C1CCS(=O)(=O)C1 (centres undefined)	3	29	-2	13	-33	-10	/	0	1	0.0
COc1ccc(OC)c(C2CC(=O)OC3=C2C(=O)CC(C)(C)C3)c1 (centres undefined)	-2	1	3	6	-17	-9	-3	-1	1	-0.6
Nc1c(C(=O)Nc2ccccc2F)sc2nc(Cc3ccccc3)cc(C(F)(F)F)c12	4	-16	10	16	2	-44	-4	-7	1	0.0
O=C(NC(=S)NC1CCCC1)c1ccccc1Br	2	1	-8	7	3	19	2	-4	1	1.0
CC(=O)Nc1ccc(NC(=O)C2CCCN(C(=O)c3ccc(Cl)cc3)C2)cc1 (centres undefined)	0	12	-1	17	16	-4	0	-1	0	0.0
N#CCCN1CCN(C(=S)c2ccc(-c3ccc(Cl)c(Cl)c3)o2)CC1	0	100*	-1	12	-42	-33	5	61	-23	1.3
Cc1ccc(/C=N/NC(=O)c2cc(-c3cccnc3)nc3ccccc23)cc1	2	2	5	11	81*	-6	0	3	-1	-0.1
CCc1ccc2[nH]c(=O)c(Cc3ccccc3)c(O)c2c1	4	-3	0	44	-9	-44	-3	-2	-6	-1.8
COc1ccc(N2C(=O)CC(N(CCc3ccc(OC)c(OC)c3)C(=S)Nc3ccccc3)C2=O)cc1 (centres undefined)	-2	28	0	11	16	-25	0	-3	0	0.6
CC(C)OC(=O)c1nnn(-c2nonc2N)c1CN1CCCCCC1	2	/	-3	25	2	-19	3	/	-2	0.1
Cc1ccccc1NS(=O)(=O)c1ccc(C(=O)N2CCN(S(=O)(=O)c3ccccc3)CC2)cc1	/	-4	/	/	2	/	0	-4	/	0.0
Cc1ccccc1NC(=S)NC(=O)Cc1ccc(Cl)cc1	3	4	-7	-45	2	-35	-1	0	6	0.3
CCN1CCN(Cc2c(O)ccc3c(=O)c(-c4ccc(OC)c(OC)c4)c(C)oc23)CC1	1	-16	8	4	36	-4	-1	-4	2	-0.5
CCc1ccc2c(c1)C(=O)C(=O)N2CC(=O)Nc1ccc(NC(=O)c2ccccn2)cc1	-1	26	-5	16	-22	4	-1	17	-4	-0.2
COCCN(CCOC)S(=O)(=O)c1ccc(C(=O)Nc2c(C)n(C)n(-c3ccccc3)c2=O)cc1	2	-2	-1	26	6	-6	-4	-10	-1	-0.4
CSc1ccccc1C(=O)C1CCCN(C(=O)NC(C)C)C1 (centres undefined)	-3	-5	-2	-12	7	-15	0	-1	-3	-0.5
COc1ccc(S(=O)(=O)N(Cc2cccnc2)Cc2cc3ccccc3[nH]c2=O)cc1	1	12	-2	23	12	-26	1	-2	-1	0.1
O=C(NC1CCCC1)[C@@H]1CSC2c3ccccc3C(=O)N21 (some centres undefined)	-2	5	2	8	7	-19	-2	0	1	-0.5
CCOC(=O)C1=C(C)NC(SCC(=O)O)=C(C#N)C1c1ccco1 (centres undefined)	0	-9	-2	24	2	-14	-6	7	3	0.1
O=C(CSc1ccc(Br)cc1)Nc1ccccc1N1CCOCC1	1	-82	4	24	25	-4	-3	-77*	1	0.1
CC(C)c1ccc(OCC(=O)NCc2ccco2)cc1	-2	15	-1	-46	21	-32	3	13	1	-1.4
CN1C(=O)[C@@H]2[C@@H]3C[C@@H]([C@H]4ON=C(c5ccc(Cl)cc5Cl)[C@@H]34)[C@@H]2C1=O	2	3	1	8	1	-6	-2	-3	2	0.1
CC(=O)c1cccc(NC(=O)c2cc(-c3ccco3)on2)c1	5	5	-1	9	-2	-17	-1	21	-4	0.0
Cc1ccccc1-c1nc(CN2CCC(C(=O)NCCN3CCOCC3)CC2)c(C)o1	-2	-3	5	1	23	3	0	0	-2	0.6
CCOC(=O)C(C)n1cnc2c1c(=O)[nH]c(=O)n2C (centres undefined)	2	1	3	17	26	-10	-4	-1	0	/

Some of the entries so far, with each value named.
COCCN(CCOC)S(=O)(=O)c1ccc(C(=O)Nc2c(C)n(C)n(-c3ccccc3)c2=O)cc1
- HSP90 inh: 2
- HSF-1 act: -2
- IEC-6 cytotox: -1
- AI-2 QS modul: 26
- aSyn UTR inh: 6
- KLF5 inh: -6
- GSK3 alpha inh: -4
- HSF1 inh: -10
- GSK3beta inhib: -1
- HIF act: -0.4

CSc1ccccc1C(=O)C1CCCN(C(=O)NC(C)C)C1 (centres undefined)
- HSP90 inh: -3
- HSF-1 act: -5
- IEC-6 cytotox: -2
- AI-2 QS modul: -12
- aSyn UTR inh: 7
- KLF5 inh: -15
- GSK3 alpha inh: 0
- HSF1 inh: -1
- GSK3beta inhib: -3
- HIF act: -0.5

Further entries:
structure	HSP90 inh	HSF-1 act	IEC-6 cytotox	AI-2 QS modul	aSyn UTR inh	KLF5 inh	GSK3 alpha inh	HSF1 inh	GSK3beta inhib	HIF act
CSc1nnc(Cn2c(=O)sc3ccccc32)n1C	-5	-2	4	14	7	4	-3	-2	-2	0.3
O=C(Nc1ccc(N2CCOCC2)c(Cl)c1)c1ccc(-n2cnnc2)cc1Cl	0	-15	0	19	14	-24	0	-8	1	0.1
CC(C)CN(C(=O)COC(=O)COc1ccc2c(c1)CCC2)c1c(N)n(Cc2ccccc2)c(=O)[nH]c1=O	/	-1	/	10	3	/	-2	-1	0	-0.2
CC(=O)Nc1ccc(S(=O)(=O)NCCNc2ccccc2[N+](=O)[O-])cc1	3	6	3	21	2	-23	0	-5	2	-0.6
O=C(OCC(=O)N1CCCCCC1)c1n[nH]c(=O)c2ccccc12	-1	2	-1	5	-28	11	-2	-1	-2	-0.2
CCc1noc(C)c1C(=O)Nc1nc(-c2cc(C)ccc2C)c(C)s1	-3	-14	-4	46	-2	-6	0	0	-1	-42
COc1ccccc1CNC(=O)c1csc(Cc2ccc(Cl)cc2)n1	5	100*	0	18	25	2	0	62	2	-0.2
CCOc1c(CNCCCSc2nc(C)cc(C)n2)cccc1OC	2	14	4	13	3	-22	0	-3	1	-0.4
Cc1ccc(-c2nnc3ccc(SCC(=O)N4CCCc5ccccc54)nn23)cc1	-2	0	-6	15	8	-4	-1	2	-2	-0.6
O=C(COc1ccc2ccc(=O)oc2c1)Nc1ccc(N2CCOCC2)cc1	-7	2	-8	26	-4	-34	2	0	0	0.2
COC(=O)[C@@H](NC(=O)c1ccc(OC2CCN(Cc3ccccn3)CC2)cc1)C(C)C	-2	-23	4	11	-6	-5	2	-4	-2	0.1
CC1(C)CC(=O)C2=C(C1)NC(=O)NC2c1ccccc1Cl (centres undefined)	/	13	/	23	-4	/	0	-4	0	-0.5
O=C(c1ccccc1)N1CCOC12CCN(c1ncc(C(F)(F)F)cc1Cl)CC2	-1	-6	-2	18	8	-18	/	-9	-1	-0.2
CCOC(=O)N1CCc2c(sc3[nH]c(=S)[nH]c(=S)c23)C1	6	-26	2	23	5	12	25	-7	-4	0.8
COc1ccc(/C=N\NS(=O)(=O)c2ccc(C)cc2)cc1COc1ccccc1[N+](=O)[O-]	2	1	-2	4	14	-19	2	0	-6	2.5
CS(=O)(=O)NCCSCc1ccc(Cl)cc1	1	17	-3	-15	4	-8	1	-1	5	0.1
O=C(O)CCCNS(=O)(=O)c1cccc2nsnc12	1	-8	2	4	16	5	-2	-12	2	-0.5
O=C(NCC(c1ccco1)N1CCc2ccccc21)c1ccccc1F (centres undefined)	/	5	/	30	7	/	-8	2	-2	-49
COc1cccc(C(=O)NC(=S)Nc2ccccc2N2CCOCC2)c1	2	-9	-8	9	-10	-10	-3	-2	0	0.5
COc1ccc(NS(=O)(=O)c2ccc(NC(=S)NCC3CCCO3)cc2)cc1 (centres undefined)	1	3	0	22	-1	-26	-1	-1	5	-0.1
O=C(NCc1cccnc1)C(=O)NCC1OCCN1S(=O)(=O)c1ccccc1 (centres undefined)	-2	-4	-2	19	4	13	4	-7	2	-0.1
CNC(=O)c1sc(-c2cccs2)nc1C	3	5	-1	97	-21	-17	-1	-2	-1	0.2
C=CCn1c(C)cc(C(=O)CN2C(=O)NC3(CCCc4ccccc43)C2=O)c1C (centres undefined)	2	15	0	3	-13	-25	2	7	2	0.1
CCOc1ccc(-c2nc(CCl)cs2)cc1	2	38	1	6	-70	-83	-1	10	5	2.9
O=C1CCC/C1=C/Nc1ccc(Cl)cc1	-1	23	-5	-3	-21	-22	0	2	-3	0.4

Other results:
structure	HSP90 inh	HSF-1 act	IEC-6 cytotox	AI-2 QS modul	aSyn UTR inh	KLF5 inh	GSK3 alpha inh	HSF1 inh	GSK3beta inhib	HIF act
O=C(NCC(=O)N(CCc1ccccc1)C(C(=O)NC1CCCC1)c1cccnc1)c1ccco1 (centres undefined)	0	/	3	/	/	-4	-1	/	/	/
Cn1cccc1C(=O)C(=O)Nc1cc(Cl)cc(Cl)c1	-4	40	-8	12	-155	-11	0	20	0	3.7
CCN(CC)CCn1c2ccccc2c2nc3ccccc3nc21	1	42	9	33	-213	-21	3	10	2	4.4
COC(=O)c1cccc(NC(=O)CCc2cc(OC)c(OC)c(OC)c2)c1	-5	22	-10	20	-13	2	1	-7	-1	-0.3
COCc1nnc(NC(=O)c2cccs2)s1	-3	-5	0	11	-20	-56	-2	2	2	4.7
COC(=O)c1ccc(N2CCCCC2)c(NC(=O)c2ccco2)c1	1	-10	2	18	14	-17	-1	-8	1	0.1
O=C(C[n+]1ccc(/C=N/O)cc1)NCc1ccccc1	-1	7	-7	12	-5	-2	-3	1	-7	-0.2
COc1ccc(CCNS(=O)(=O)c2cc3c4c(c2)C(C)C(=O)N4CCC3)cc1OC (centres undefined)	-2	3	1	23	2	-17	-3	-2	5	-0.1
CC(=O)Oc1ccc(-c2csc(Nc3cccnc3)n2)cc1	-1	20	-5	23	-55	-14	-2	0	0	1.5
COc1cccc(CN2CCNC(=O)C2CC(=O)NC2CCOCC2)c1OC (centres undefined)	4	-5	3	-6	1	-24	/	-2	-1	-0.5
COc1cc2c(cc1NC(=O)c1cccnc1)CCCC2	4	-6	4	17	-35	11	-1	-4	-1	0.6
CC(=O)N[C@H]1C(O)O[C@H](CO)[C@@H](O)[C@@H]1O (some centres undefined)	/	1	/	27	19	/	-1	-1	0	-0.2
CC(C)(C)C(=O)Oc1cccc(Nc2ncnc3ccccc23)c1	4	7	10	-1	-22	-16	1	0	-5	1.5
CCC(=O)N1CCCc2cc(S(=O)(=O)N3CCN(c4ccccc4F)CC3)ccc21	1	6	9	6	4	12	-1	0	0	0.0
O=C(COC(=O)CSc1ccc(F)cc1)NCC1CCCCC1	0	-1	0	23	8	-35	1	-3	1	-0.2
CCCN(CCO)C1CCN(CCc2ccccc2)CC1	0	4	-2	3	-14	-5	4	-3	3	0.2
CCCn1nnnc1SCC(=O)NCc1ccc2c(c1)OCO2	2	-6	5	14	1	-4	1	-2	-1	0.8
COc1ccc(CN2CCN(C(=O)c3ccco3)CC2)cc1OC	-3	-14	-7	6	3	17	-2	-3	6	-0.3
Cc1cccc(NC2=NC(=S)N(c3cccc(C(=O)O)c3)C23CCCCC3)c1	1	/	-1	-10	-4	-15	-1	/	2	-0.2
Cc1sc2ncnc(SCC(=O)NNC(=O)COc3cccc4ccccc34)c2c1C	-1	0	-6	3	9	-6	0	5	0	-0.6
Cc1cccc2cc(CN(Cc3nnnn3Cc3ccccc3)C3CCCC3)c(=O)[nH]c12	5	14	-4	17	3	-4	-1	10	0	0.1
